# S aureus QS inh: S. aureus quorum sensing inhibitors, primary screen, RNAIII-GFP reporter, flow cytometry. S. aureus RN6390 RNAIII-GFP reporter, AIP-induced, flow cytometry 3 h. inhibition, % at 2 µM. 24,000 tested, 0.3% active. AID 527, 2006;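 active = share of bacteria positive for the green fluorescent reporter and its mean brightness both inhibited by 50% or more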;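 note: 0% = AIP-stimulated control and 100% = unstimulated bacteria without AIP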
# S aureus QS inh GFP MFI %: further read-out of S aureus QS inh, marked with its call; inhibition, %; measured here: inhibition of GFP MFI
# * hit, by the source's call. Not all compounds are listed, so the mix of outcomes need not match the whole.
# The opening 24 records, ahead of the listing:
SMILES,S aureus QS inh,S aureus QS inh GFP MFI %
CCOC(=O)C1CCN(S(=O)(=O)c2nc3nc(C)cc(C)n3n2)CC1,-2,-1
CC(NC(=O)CSc1n[nH]c(=O)n1C1CC1)C12CC3CC(CC(C3)C1)C2 (stereo not drawn),1,7
CCCCN1C(=O)C(O)(CC(=O)c2ccco2)c2cc(Br)ccc21 (stereo not drawn),-9,-76
CCOC(=O)c1ccccc1NC(=O)COC(=O)C1=COCCO1,-1,5
CCOc1nc(-c2ccccc2)ccc1-c1noc(-c2ccc(OC)c(OC)c2)n1,0,-4
CCCCN(C)CCCNC(=O)CC1Oc2ccccc2NC1=O (stereo not drawn),-2,-3
Cc1cc(=O)c2c(O)c(O)ccc2o1,0,11
CCn1cc(C(=O)NCc2ccco2)c(=O)c2cc(S(=O)(=O)N3CCC(C)CC3)ccc21,9,23
CCC1CCCCN1C(=O)CSc1nnc(-c2ccc(Cl)s2)o1 (stereo not drawn),4,10
CC1CCN(CC(O)COc2ccc(F)cc2)CC1 (stereo not drawn),-1,-13
Cc1ccc(-c2noc(CCC(=O)NCCN3CCN(Cc4ccccc4)CC3)n2)cc1,-3,-16
O=C(O)CCCCCn1c(SCC(=O)N2CCCC2)nc2ccsc2c1=O,-3,-10
O=C1CCc2cc(S(=O)(=O)N3CCC(C(=O)NCCC4=CCCCC4)CC3)ccc2N1,-7,-28
O=C(NCCCN1CCC(Cc2ccccc2)CC1)C1CCN(S(=O)(=O)N2CCOCC2)CC1,-4,-7
O=c1c2cnn(-c3ccccc3)c2ncn1Cc1ccccn1,-3,-14
CCOC(=O)Cc1csc(NC(=O)C2CCCCC2C(=O)O)n1 (stereo not drawn),0,10
CCN(CC)c1ccc(NC(=O)c2[nH]c(C)c(C(C)=O)c2C)c(C)c1,5,9
CCOc1ccc(-n2c(SCc3ccc(C(=O)OC)o3)nc3c(c2=O)SCC3)cc1,-4,-28
CC(C)(C)NC(=O)c1ccc2c(c1)N(CC(=O)N1CCN(c3ccccc3F)CC1)C(=O)C(C)(C)O2,0,4
COc1cc(Cl)c(S(=O)(=O)N2CCN(Cc3ccc4c(c3)OCO4)CC2)cc1Cl,13,32
CN(C)c1nc(N)nc(CSc2nnnn2-c2cccc3ccccc23)n1,0,-11
CCOC(=O)c1nnn(-c2nonc2OC)c1-c1ccccc1,2,10
CCn1cc(C(=O)NCc2ccco2)c2cc(OC)c(OC)cc2c1=O,0,-1
O=C(Nc1ccc(Cc2ccc(NC(=O)N3CCOCC3)cc2)cc1)N1CCOCC1,0,8

# Results, from the start:
SMILES,S aureus QS inh,S aureus QS inh GFP MFI %
CCOC(=O)C1CCN(S(=O)(=O)c2nc3nc(C)cc(C)n3n2)CC1,-2,-1
CC(NC(=O)CSc1n[nH]c(=O)n1C1CC1)C12CC3CC(CC(C3)C1)C2 (stereo not drawn),1,7
CCCCN1C(=O)C(O)(CC(=O)c2ccco2)c2cc(Br)ccc21 (stereo not drawn),-9,-76
CCOC(=O)c1ccccc1NC(=O)COC(=O)C1=COCCO1,-1,5
CCOc1nc(-c2ccccc2)ccc1-c1noc(-c2ccc(OC)c(OC)c2)n1,0,-4
CCCCN(C)CCCNC(=O)CC1Oc2ccccc2NC1=O (stereo not drawn),-2,-3
Cc1cc(=O)c2c(O)c(O)ccc2o1,0,11
CCn1cc(C(=O)NCc2ccco2)c(=O)c2cc(S(=O)(=O)N3CCC(C)CC3)ccc21,9,23
CCC1CCCCN1C(=O)CSc1nnc(-c2ccc(Cl)s2)o1 (stereo not drawn),4,10
CC1CCN(CC(O)COc2ccc(F)cc2)CC1 (stereo not drawn),-1,-13
Cc1ccc(-c2noc(CCC(=O)NCCN3CCN(Cc4ccccc4)CC3)n2)cc1,-3,-16
O=C(O)CCCCCn1c(SCC(=O)N2CCCC2)nc2ccsc2c1=O,-3,-10

# Individual results from above:
# Value of O=C(O)CCCCCn1c(SCC(=O)N2CCCC2)nc2ccsc2c1=O in S aureus QS inh GFP MFI %: -10
# Value of CC(NC(=O)CSc1n[nH]c(=O)n1C1CC1)C12CC3CC(CC(C3)C1)C2 (stereo not drawn) in S aureus QS inh: 1

# Continued:
SMILES,S aureus QS inh,S aureus QS inh GFP MFI %
O=C1CCc2cc(S(=O)(=O)N3CCC(C(=O)NCCC4=CCCCC4)CC3)ccc2N1,-7,-28
O=C(NCCCN1CCC(Cc2ccccc2)CC1)C1CCN(S(=O)(=O)N2CCOCC2)CC1,-4,-7
O=c1c2cnn(-c3ccccc3)c2ncn1Cc1ccccn1,-3,-14
CCOC(=O)Cc1csc(NC(=O)C2CCCCC2C(=O)O)n1 (stereo not drawn),0,10
CCN(CC)c1ccc(NC(=O)c2[nH]c(C)c(C(C)=O)c2C)c(C)c1,5,9
CCOc1ccc(-n2c(SCc3ccc(C(=O)OC)o3)nc3c(c2=O)SCC3)cc1,-4,-28
CC(C)(C)NC(=O)c1ccc2c(c1)N(CC(=O)N1CCN(c3ccccc3F)CC1)C(=O)C(C)(C)O2,0,4
COc1cc(Cl)c(S(=O)(=O)N2CCN(Cc3ccc4c(c3)OCO4)CC2)cc1Cl,13,32
CN(C)c1nc(N)nc(CSc2nnnn2-c2cccc3ccccc23)n1,0,-11
CCOC(=O)c1nnn(-c2nonc2OC)c1-c1ccccc1,2,10
CCn1cc(C(=O)NCc2ccco2)c2cc(OC)c(OC)cc2c1=O,0,-1
O=C(Nc1ccc(Cc2ccc(NC(=O)N3CCOCC3)cc2)cc1)N1CCOCC1,0,8
CN(C)CCNC(=O)c1ccc(COCC(F)(F)F)cc1,0,8
COCC(=O)Nc1cc(OC)ccc1OC,0,12
CC(C)CNS(=O)(=O)c1ccccc1C(=O)N1CCCCC1,5,14
N#Cc1nc(COc2ccccc2)oc1NCCCn1ccnc1,-3,-16
O=C1c2cccnc2C(O)N1Cc1ccccc1 (stereo not drawn),-18,-31
CCCN1C(=O)c2cc(C(=O)NC3CCCC3)ccc2C1O (stereo not drawn),-3,0
COc1ccc(OC)c(C2CC(=O)N3CN(c4cccc(Cl)c4)CSC3=C2C#N)c1 (stereo not drawn),-5,-30
CC1CCC(C(=O)NC(C(=O)NCCCN2CCOCC2)C(C)C)CC1 (stereo not drawn),0,2
CCOc1ccc(N2CC(C(=O)NCc3cccc(C)c3)CC2=O)cc1 (stereo not drawn),7,40
Cc1ccccc1C1CC(=O)NC2=C1C(=O)CCC2 (stereo not drawn),0,3
CCOC(=O)C1(C(=O)OCC)C(c2ccccc2)CC(O)N1C(C)=O (stereo not drawn),0,-17
O=C(NCc1cccnc1)C1CCN(S(=O)(=O)c2cccnc2)CC1,7,16
Cc1ccc(-n2c3c(cc(C(=O)NC4CCSC4=O)c2=O)C(=O)CC(C)(C)C3)cc1 (stereo not drawn),0,-1
O=C(Nc1ccc2c(c1)OCO2)C1CCN(S(=O)(=O)c2cccs2)CC1,28,75
N#CC1=C2SCN(Cc3ccco3)CN2C(=O)CC1c1c(F)cccc1Cl (stereo not drawn),-4,-4
CC(C)(C)NC(=O)C(Cc1ccccc1)NS(=O)(=O)c1ccc2c(c1)CCC(=O)N2 (stereo not drawn),0,-9
Cc1cc(C)n(-c2nnc(C)n2/N=C/c2ccccc2F)n1,0,5
Cc1cccc(-n2ccnc2SCC(=O)Nc2ccc3c(c2)OCCO3)c1,1,4
O=C(NCc1ccco1)c1ccc2c(c1)N(Cc1ccccc1)C(=O)CS2=O (stereo not drawn),-5,-28
COCC(=O)N(Cc1ccccc1)c1ccccn1,0,5
CCOC(=O)c1[nH]c2c(c1C)C(=O)CC(c1ccc(OC)c(OC)c1)C2 (stereo not drawn),-3,-7
Cc1cc2ccccc2c(=O)n1CC(=O)Nc1ccc2c(c1)OCO2,0,2
CCC(=O)NCCc1cc2cc(C)c(C)cc2[nH]c1=O,2,1
CCN(CC)CCN1C(=O)C(=O)/C(=C(/O)c2c(C)[nH]c(C(=O)OC)c2C)C1c1ccco1 (stereo not drawn),0,-26
COc1cc2[nH]c(=O)n(CCC(=O)N3CCN(c4cccc(C)c4C)CC3)c(=O)c2cc1OC,21,32
CCSCc1nnc(SCC(=O)Nc2cccc(SC)c2)n1C,-3,-7
N#CC1=C(N)N(c2ccc(Oc3ccccc3)cc2)C(=O)C1,-1,2
Cc1cc(C)nc(/N=C2\NC(=O)CC(C(=O)O)N2CCc2c[nH]c3ccccc23)n1 (stereo not drawn),-2,-3
COC(=O)c1ccc(NC(=O)CCn2cccc2)cc1,0,3
Cc1ccc(S(=O)(=O)C2(C(=O)N3CCCC(C)C3)CC2)cc1 (stereo not drawn),-6,-14
CCSc1nnc(Cn2c(=O)sc3ccccc32)n1-c1ccc(OC)cc1,-17,-39
CCC(C)NC(=O)CC(NS(=O)(=O)c1ccc(Cl)cc1)c1ccco1 (stereo not drawn),7,29
CCCc1cc(=O)[nH]c(SCC)n1,1,35
CCOC(=O)CNc1nc(OCC#N)nc(N2CCOCC2)n1,2,7
CN1CCN(CCCNC(=O)c2ccc(CS(=O)(=O)c3ccc(Br)cc3)o2)CC1,-1,-2
Cc1ccccc1CSc1nc2c(c(=O)[nH]1)CCC2,0,2
COCCN(CCOC)C(=O)c1sc2nc(-c3ccccc3)cn2c1C,1,14
COc1ccc(NC(=O)C2CCCN(S(=O)(=O)c3c(C)n[nH]c3C)C2)c(OC)c1 (stereo not drawn),-5,-20
CCOC(=O)c1nnn(-c2nonc2NC(C)=O)c1C,-1,-2
Cc1ccc(-n2ncc3c(=O)[nH]cnc32)c(C)c1,0,-23
COC(=O)c1cc2ccsc2n1CC(=O)Nc1ccc(N(C)C)cc1,-2,-12
O=c1c2[nH]c3ccc(Cl)cc3c2ncn1Cc1ccccn1,-1,4
CC(=O)c1ccc(-c2nc3ccccc3n2C)o1,-2,-4
O=C(Cc1nn[nH]n1)NCc1ccccc1Cl,2,17
CCOC(=O)C1=C(C)Nc2nnnn2C1c1c[nH]c2ccccc12 (stereo not drawn),0,-33
COc1ccc(-c2nc(C#N)c(NCCCN(C)C)o2)cc1OC,-1,-41
Cc1ccc(C)c(/C(O)=C2\C(=O)C(=O)N(CCCN3CCOCC3)C2c2cccnc2)c1 (stereo not drawn),0,-2
CCn1c(SCC(=O)NCCc2ccc(Cl)cc2)nnc1-c1cccs1,5,11

# New compounds follow
SMILES,S aureus QS inh,S aureus QS inh GFP MFI %
O=C(OCC(=O)N1CCc2ccccc21)C1=COCCO1,2,11
Cc1ccc(CCNC(=O)C2CCN(S(=O)(=O)c3c(C)nn(C)c3C)CC2)cc1,-3,-12
CCOC(=O)N1CCN(c2cc3[nH]c(=S)[nH]c3cc2F)CC1,-2,3
O=C(Oc1cc2oc(=O)c3c(c2cc1Cl)CCCC3)c1ccco1,4,4
CCOc1ccc(-n2c(=O)cc(N3CCN(c4ccccc4)CC3)[nH]c2=O)cc1,-2,-3
O=C(CSc1nnc2sc3ccccc3n12)NCc1ccco1,0,17
O=C(CCNS(=O)(=O)c1cccc2nonc12)N1CCN(c2cccc(Cl)c2)CC1,2,6
CCOC(=O)C1CCCN(C(=O)C2CCCN(S(C)(=O)=O)C2)C1 (stereo not drawn),-8,-18
CCOC(=O)c1ccc(S(=O)(=O)N2CCN(CCC#N)CC2)cc1,-3,-8
COCc1cc(=O)[nH]c(Nc2nc3ccccc3o2)n1,-1,13
COc1ccccc1N1CCN(CC(O)c2ccc3cc[nH]c3c2)CC1 (stereo not drawn),0,4
O=C(CSc1nc(-c2ccccc2)c(-c2ccccc2)[nH]1)Nc1ccc2c(c1)OCO2,-15,-25
C/C(=N\O)C(=O)NCCCNCCCN(C)C,0,2
O=C(C1CC2CCC1C2)N1CCN(Cc2ccc3c(c2)OCO3)CC1 (stereo not drawn),0,1
COc1cccc(Oc2ccc(N)cc2)c1,-1,-47
O=S(=O)(Nc1cccc(C(F)(F)F)c1)c1cnc[nH]1,-1,0
Cn1c(C(=O)NCCCN2CCN(c3ccccc3F)CC2)cc2c(=O)n(C)c3ccccc3c21,-2,-6
COC(=O)c1cc(Br)c(=O)n(CCC2=CCCCC2)c1,0,4
Cc1[nH]nc2c1C(CCc1ccccc1)C(C#N)=C(N)O2 (stereo not drawn),-1,-16
Cn1c(=O)c(=O)n(C)c2cc(S(=O)(=O)NCCc3ccccc3)ccc21,0,0
Cc1ccc(OCC(=O)Nc2cc(-c3nn4c(C)nnc4s3)ccc2C)cc1,0,-9
COc1cccc(OCCn2ccnc2)c1,-1,-6
CC1(C)C(=O)Nc2ccccc2N1C(=O)COC(=O)Cn1cnc2ccccc2c1=O,0,-6
Cn1cccc1Cc1nnc(SCC(=O)N2CCCC2)n1CCc1ccccc1,-6,-25

# Screening results (PubChem)
